LDHA block: qHTS assay for inhibitors of human lactate dehydrogenase; purified LDHA, NADH/diaphorase-resazurin fluorescence; stronger effect = lower value; actives 0.15% (n = 480,000); activity change, % (values are at about 110 or 230 µM); L-lactate dehydrogenase A chain (Homo sapiens), P00338; in the data active = activity change below about -30%;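 note: plate controls were DMSO wells for no effect and wells without enzyme for full effect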
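Human LDH5 (2 nM) was incubated with 0.06 mM NADH and 0.2 mM pyruvate for 5 min at room temperature in Tris pH 7.4. Remaining NADH was coupled through diaphorase/resazurin, and resorufin fluorescence was read at 0 and 20 min.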
* = called active by the depositor. Some of the compounds tested (hit frequency here may not be typical).

Structure	LDHA block
Cc1cccc(C(=O)NCC(O)c2ccccc2)c1 (centres undefined)	6
N#Cc1ccc(OCc2noc(-c3ccc(Cl)cc3)n2)c(Cl)c1	-4
COC(=O)C(C)N1C(=O)S/C(=C/c2ccc(C)o2)C1=O (centres undefined)	61
c1ccc(-c2nnc3sc(Cn4cccn4)nn23)cc1	-9
COC(=O)c1ccc(CNC(=O)NOCc2ccccc2)cc1	-4
CC(c1cccs1)N(C)CC(O)COc1ccc(-c2ccccc2)cc1 (centres undefined)	-2
COC(=O)[C@]12CCCCC=C1N(CCC1=CCCCC1)C(=O)[C@H](CC(=O)NCc1ccc(C)o1)C2	1
BrC(/C=N/N(c1ccccc1)c1ccccc1)=C/c1ccccc1	6
CN(C)C(=O)CCc1c(-c2ccc(F)cc2)[nH]c2ccccc12	-5
N#Cc1c(SCC(N)=O)nc(N2CCOCC2)c2c1CCCC2	9
CN(CC(=O)N(C)c1ccccc1C(=O)NCc1ccco1)Cc1nc2ccccc2s1	-9
Cc1cc(C)c(NC(=O)CNC(=O)c2nccnc2N)c(C)c1	9
CN(CCCc1[nH]nc(N)c1C#N)c1nc(-c2ccccc2)nc2ccccc12	-16
C/C(=N/Nc1ccc(S(=O)(=O)Nc2ccc(Cl)cc2)cc1[N+](=O)[O-])c1ccco1	10
CCOc1ccc(-n2c(SCC(=O)N3CCCc4ccccc43)nc3c(c2=O)SCC3)cc1	4
Cc1ccc(Cc2ccc(C(=O)O)o2)cc1	8
Cc1ccc(-n2nnnc2SCC(=O)Nc2ccc3nccnc3c2)c(C)c1	29
CCOC(=O)c1oc2cc(OCc3cccc(OC)c3)ccc2c(=O)c1-c1ccc(OC)c(OC)c1	-1
CN(C)c1oc(-c2ccco2)nc1S(=O)(=O)c1ccc(F)cc1	-1
O=C(OCC#CCSc1nnc(-c2cccc3ccccc23)o1)C1CC1	-7
O=c1c2ccccc2sc2ccc(Br)cc12	10
COc1ccccc1NC(=O)c1ncoc1-c1ccc(OC)c(OC)c1	8
CC(C)C[C@H]1CN([C@@H](Cc2ccccc2)CN2CCC[C@H]2CN2C(=O)C(=O)NC[C@@H]2Cc2ccc(O)cc2)C(=O)C(=O)N1CC1CCCCCC1	0
Cc1nc(-c2ccccc2)sc1C(=O)Nc1ccc(C(C)C)cc1	9
O=C1Cc2cc(-c3csc(Nc4ccccc4Cl)n3)ccc2N1	-7
CCCCC1CCC(C(=O)C2CCC(c3ccccc3)C2)CC1 (centres undefined)	3
CC(CNC(=O)c1[nH]c2ccccc2c1Cl)c1ccccc1 (centres undefined)	-3
O=C(CN1C(=O)COc2ccc(S(=O)(=O)N3CCOCC3)cc21)N1CCCCC1	9
COc1ccc2[nH]c(C(=O)NCc3ccco3)cc2c1	9
N#Cc1ccc(-c2nc3c(Cl)cc(C(F)(F)F)cn3c2Cc2ccccc2C(F)(F)F)cc1	-3
O=C(NCc1nnnn1-c1ccccc1)Nc1ccc2c(c1)OCO2	5
CCOc1cc(CNc2nn[nH]n2)cc(Br)c1OCc1ccc(F)cc1	-8
COc1cc(OC)c2c(C)c(CC(=O)Nc3cccc(Cl)c3)c(=O)oc2c1	3
C/C(=N/Nc1ccc(F)cc1F)c1cc(Cl)ccc1Cl	0
Cc1ccccc1/C=C/C(=O)c1c(C)nc2ccccc2c1-c1ccccc1	-2
COc1ccc(OC)c(CN2CCN(c3cccc(C)c3C)CC2)c1	-5
Cc1cc(C)cc(NC(=O)CNc2nc(Nc3ccccc3)nc(Nc3ccccc3)n2)c1	10
C=CCNC(=O)CN1CCC(c2cc3ccccc3[nH]2)CC1	-15
Cc1cccc(C)c1NC(=O)CN(C)C(=O)Cc1csc(-c2cccc(Br)c2)n1	-8
CC(C)NC(=O)c1cccc([N+](=O)[O-])c1	3
C(=N\Nc1ccccc1)/c1cc(/C=N/Nc2ccccc2)cc(/C=N/Nc2ccccc2)c1	-1
Fc1ccc(-c2csc3ncnc(Sc4nnc(C5CC5)o4)c23)cc1	6
Clc1ccc(Cl)c(-c2nn3c(CN4CCCCC4)nnc3s2)c1	2
CC(C)C(=O)NCCNC(=O)C1CC=CCC1 (centres undefined)	1
Cc1cccc(OCCn2c(CN3CCCCC3)nc3ccccc32)c1	9
CCCNC(=O)c1cc(=O)[nH]c2ccc(S(=O)(=O)N3CCOCC3)cc12	10
Cc1cc(=O)oc2cc(OCc3cccc4ccccc34)ccc12	3
COc1ccc(-n2nc(C)c3c2NC(=O)CC3c2ccc(O)cc2)cc1 (centres undefined)	-9
Cc1c(CC(=O)N2CCOCC2)c(=O)oc2cc(O)ccc12	7
CCCCNc1nc(-c2ccc(S(C)(=O)=O)cc2)cs1	4
CN(CC(=O)Nc1ccccc1OC(F)F)S(=O)(=O)c1ccc(Cl)cc1	10
O=C(O)c1ccc(-c2cc(Cl)cc(Cl)c2)s1	-3
O=C(CSc1nc2ccccc2o1)NC(=O)NC1CCCCC1	9
COc1ccc(OCC(=O)Nc2cc(-c3ccccc3)no2)cc1	4
Cc1cccc(NC(=S)N(CCC(C)C)C(C)c2cccs2)c1 (centres undefined)	5
O=C(Nc1ccc(Br)cc1)C1CCCCC1	1
C/C=C/c1cccc(-c2nc(C(=O)N3CCCCC3)cc3c2[C@@H](CCO)N(C(=O)NC(C)C)C3)c1	-2
CCC(C)n1c(SCC(=O)Nc2cc(C)no2)nnc1-c1ccccc1 (centres undefined)	3
OCc1nc2ccccc2n1CC(O)COc1cc(Cl)ccc1Cl (centres undefined)	5
Cc1ccc(F)c(NC(=O)c2ccn(Cn3nnc(-c4ccccc4)n3)n2)c1	5

The listing continues.
Structure	LDHA block
CCCCNC(=O)c1cccc(C(=O)OC)c1	0
O=C(O)CCN1CCCCC1	7
Cc1cc(OCC(=O)Nc2ccc3[nH]ncc3c2)ccc1Cl	6
O=C(Cn1ccc2ccc(Cl)cc21)Nc1ccc2c(c1)OCO2	4
CCCCOC(=O)COc1ccc(S(=O)(=O)c2ccc(OCC(=O)OCCCC)cc2)cc1	-1
CC(C)NC(=O)c1ccccc1C(=O)c1ccc(F)cc1	-2
CSc1nc(N)c2c(n1)NC1=C(C(=O)CC(C)(C)C1)C2c1cccs1 (centres undefined)	-5
Cc1cccc(C(=O)Nc2ccc(NC(=O)c3ccco3)cc2O)c1	5
CCC(C(=O)Nc1cc(Cl)c(OC)cc1OC)n1nc(-c2cc(C)ccc2C)ccc1=O (centres undefined)	3
COc1ccc(C2CCCN2C(=O)Cn2cccnc2=O)c(OC)c1 (centres undefined)	8
COc1ccc(-c2nnc(SCC(=O)N(C)C3CCCCC3)o2)cc1	0
CCOC(=O)c1cnc2ccc(OC)cc2c1Nc1ccc(OC)cc1	-11
C=CCSc1nc(-c2cccs2)cc(C(F)(F)F)c1C#N	10
Cc1ccc2c(=O)cc(C(=O)Nc3nc4ccc(C)cc4s3)oc2c1	-3
Cc1c(Cl)cccc1N(CC(=O)NCCN1CCOCC1)S(=O)(=O)c1ccccc1	1
COc1ccc(C)cc1NC(=O)Cn1nc(C(N)=O)c2ccccc2c1=O	-5
NS(=O)(=O)c1ccc(NC(=O)NC2CCSc3ccc(F)cc32)cc1 (centres undefined)	12
CC(C)Oc1cccc(C(=O)Nc2cc(C(C)(C)C)on2)c1	10
CSc1ccc(/C=[N+](/[O-])c2ccccc2)cc1	13
O=C(CCc1nnc2ccc(NCc3ccc(Cl)cc3)nn12)NCc1ccc(Cl)cc1	-2
O=C(CCS(=O)Cc1ccccc1)Nc1ccccc1 (centres undefined)	2
CC(CNC(=O)NCc1cccs1)N1CCOCC1 (centres undefined)	-7
CCOC(=O)NNC(=O)c1ccc(CC)cc1	-5
Cc1ccc2c(C)c(CCC(=O)Nc3ccc(C)c(F)c3)c(=O)oc2c1	-23
O=C(O)c1cc(Cl)c(Cl)c(Cl)c1	7
C=CCNC(=S)N/N=C/c1ccc(Cl)cc1Cl	3
CCc1cc(C(c2ccc(F)cc2)N2CCN(CC)CC2)c(NC(=O)c2ccco2)s1 (centres undefined)	5
CCOc1cc(-c2ccc(OCC(=O)OC)c(OC)c2)cc(=O)c2c(C)oc(C)c12	22
COC(=O)[C@@]12C[C@@H](CC(=O)NCCCN3CCCC3=O)C(=O)N(Cc3cccc4ccccc34)C1=CCC(C)(C)C2	-7
Cc1cn(CC(=O)NCc2nc3ccccc3[nH]2)c(=O)[nH]c1=O	0
CNc1snc(C)c1C(=O)NCCc1ccc(OC)cc1	5
C=C(C)COc1ccc2c(=O)c(Oc3ccc(C(=O)OCC)cc3)coc2c1	2
COc1ccc(OCCOC(=O)Cc2coc3cc(C)c(C)cc23)cc1	5
COC(=O)CC1=C(C(=O)OC)C(c2ccc(OC)cc2)C(C#N)=C(N)O1 (centres undefined)	9
CC(=O)N1CCC2(CC1)Oc1ccc(Br)cc1C1CC(c3ccccn3)=NN12 (centres undefined)	5
CN1CCN(CC(=O)N2CCNC(=O)C2CC(=O)Nc2ccc(Br)cc2)CC1 (centres undefined)	0
Cc1ccc(C)n1-c1nc2ccc(C(=O)Nc3ccc(C(N)=O)cc3)cc2s1	-2
CCN(CC)C(=O)CCc1ccc(C(C)(C)C)cc1	-24
CC(=O)c1ccc(C(=O)N2CC=C(c3ccccc3)CC2)s1	2
Nc1nc(N)nc(-c2ccncc2)n1	3
CCOc1cc2c(cc1/C=C1\NC(=O)NC1=O)OCO2	15
N#C/C(=C/c1ccccc1C=O)c1nc2ccccc2s1	-5
CCCCCC1/C(=N/O)CCC1CC(=O)OC (centres undefined)	-4
Cc1ccc(Nc2nc(C(=O)OCC(=O)c3ccccc3)cs2)cc1	11
Cc1ccc(NC(=O)c2cc3c(s2)CCC3)cc1	-1
Cc1ccc(-n2nnnc2SCC(=O)N(C)c2ccccc2C(=O)NCc2ccco2)c(C)c1	-4
CCOC(=O)c1oc2ccccc2c1COC(=O)Cn1cc(C(F)(F)F)ccc1=O	8
N=C(N)SCc1ccc(Cl)c(Cl)c1	4
N#Cc1ccc(NC(=O)N(Cc2ccncc2)C2CC2)cc1	-3
Cn1nc(C(=O)OCC(=O)NC(C)(C#N)C2CC2)c2ccccc2c1=O (centres undefined)	-1
OCC#CCSc1nc2ccccc2s1	2
O=C(COCc1cc(-c2ccc(F)cc2)on1)Nc1cccc(O)c1	1
CCN(CC)CCCNC(=O)CCNc1nc(Cl)nc2nc[nH]c12	3
O=C(NC(C1CC1)C1CC1)c1cc(Cl)nc(Cl)c1	7
COc1ccc(/C=C/C(=O)NCC(C)C)cc1	0
CCOC(=O)C1=C(C)Nc2nc(SCc3cccc(C)c3)nn2C1c1cccs1 (centres undefined)	-5
O=C1NC[C@H](CCCCN2C[C@H](Cc3ccc(O)cc3)N(CCC3CCCCC3)C(=O)C2=O)N(CCc2ccc(O)cc2)C1=O	-3
Cc1ccn2c(Nc3ccc4c(c3)OCCO4)c(-c3ccsc3)nc2c1	4
CC(=O)c1cccc(NC(=O)Nc2cccc(-c3nnc(Cc4ccc5c(c4)OCO5)o3)c2)c1	0
CCc1ccc(NC(=O)C(=O)c2c(C)[nH]c3ccccc23)cc1	9

Other results:
Structure	LDHA block
Cc1ccc2c(CSc3nnnn3-c3ccc(Cl)cc3)cc(=O)oc2c1	5
O=S(=O)(C/C=C/c1ccccc1)c1ccccc1	5
CC1=C(C(=O)OCC(F)(F)C(F)(F)F)C(c2ccc3c(c2)OCO3)NC(=O)N1 (centres undefined)	10
O=C(O)C1CCN(C(=O)CCl)CC1	11
Cc1ccc(S(=O)(=O)C[C@@H]2OC[C@H](C(C)C)N2S(=O)(=O)c2ccc(C)cc2)cc1	-1
S=C(Nc1ccc(Br)cc1)N(Cc1ccccc1)Cc1ccccc1	7
O=C(NC1(c2ccccc2)CCC1)c1cc(=O)[nH]c2ccccc12	0
O=C(CSc1nnc(-c2ccncc2)n1-c1ccc(Br)cc1)Nc1ccc(F)cc1	-1
Cc1cc2nc(COC(=O)c3ccc(NC(=O)c4ccc(F)cc4)cc3)cc(=O)n2o1	-2

Compounds shown so far containing a furan ring, fused or not:
Structure	LDHA block
COC(=O)C(C)N1C(=O)S/C(=C/c2ccc(C)o2)C1=O (centres undefined)	61
COC(=O)[C@]12CCCCC=C1N(CCC1=CCCCC1)C(=O)[C@H](CC(=O)NCc1ccc(C)o1)C2	1
CN(CC(=O)N(C)c1ccccc1C(=O)NCc1ccco1)Cc1nc2ccccc2s1	-9
C/C(=N/Nc1ccc(S(=O)(=O)Nc2ccc(Cl)cc2)cc1[N+](=O)[O-])c1ccco1	10
Cc1ccc(Cc2ccc(C(=O)O)o2)cc1	8
CN(C)c1oc(-c2ccco2)nc1S(=O)(=O)c1ccc(F)cc1	-1
COc1ccc2[nH]c(C(=O)NCc3ccco3)cc2c1	9
Cc1cccc(C(=O)Nc2ccc(NC(=O)c3ccco3)cc2O)c1	5
CCc1cc(C(c2ccc(F)cc2)N2CCN(CC)CC2)c(NC(=O)c2ccco2)s1 (centres undefined)	5
CCOc1cc(-c2ccc(OCC(=O)OC)c(OC)c2)cc(=O)c2c(C)oc(C)c12	22
COc1ccc(OCCOC(=O)Cc2coc3cc(C)c(C)cc23)cc1	5
Cc1ccc(-n2nnnc2SCC(=O)N(C)c2ccccc2C(=O)NCc2ccco2)c(C)c1	-4
CCOC(=O)c1oc2ccccc2c1COC(=O)Cn1cc(C(F)(F)F)ccc1=O	8

Screening results: PubChem, National Center for Advancing Translational Sciences (NCATS)
